Autophagy HCS – autophagy modulators in MEF cells, primary screen, imaging, high-content, MEF GFP-LC3; MEF GFP-LC3 puncta imaging; test concentration mostly 10 µM; calls only at 10 µM (by protocol); 190,000 compounds, 0.98% hits; AID 463193, 2010;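 active = percentage of spot-positive cells more than 3 SD above its plate mean, without a fluorescence outlier flag or 80% toxicity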;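 also: spot-positive cell cutoff set from DMSO-treated cells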
Yfh1-off respiration – enhancers of respiration in Yfh1-depleted yeast, dose response, Friedreich's ataxia, plus single-dose screen (AID 1465); S. cerevisiae Yfh1-off respiration, WST-1 reduction, 72 h; higher fold induction means a stronger effect; one-dose fold induction at 50 µM; EC50 in µM for titrated hits; 220,000 compounds, 0.074% hits;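 active = fold induction of absorbance versus untreated yeast above a set limit, then at least 30% activation at any dose in follow-up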;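 also: activators that raise dye reduction in frataxin-depleted yeast; strong numbers were not always called active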
Dynein transport – inhibitors of GR-EGFP nuclear translocation, primary screen, dynein cargo transport inhibitor project, imaging, high-content, 3617.4 mouse cells; 220,000 compounds, 0.47% hits; AID 1381, 2008; z-score, hits read low; test concentration mostly 20 µM; stimulated with dexamethasone, 1 µM; active compounds read low;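 active = plate z-score of nuclear minus cytoplasmic receptor signal below a set negative limit, without overly bright fluorescence or cell loss, cut at about -3.5 in these data, passing the limit was not always enough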;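 also: z-score of nuclear minus cytoplasmic ring GR-EGFP intensity difference per well; some compounds called inactive have numbers as strong as hits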
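Buffer or medium: tet-free, stripped-serum medium; reagent: dexamethasone at 1.0 µM final, 30 min; incubation: 48 h induction, 1 h compound, 30 min dex at 37 °C; measured by: formaldehyde fixation, Hoechst nuclear stain, 10x automated fluorescence imaging; read-out: nuclear-to-cytoplasmic GR-EGFP distribution per well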
human PMI inhibition – inhibitors of human PMI, primary screen, biochemical, fluorescence intensity, coupled assay (AID 1209); Mannose-6-phosphate isomerase (Homo sapiens); purified PMI enzyme, coupled fluorescence intensity; higher % means a stronger effect; inhibition, % at 20 µM, or IC50 in µM where a hit was titrated; 190,000 compounds, 0.42% hits;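 also: plate controls were DMSO vehicle for no effect and wells lacking substrate for full effect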
human PMI inhibitors – human PMI inhibitors, high substrate, primary screen, biochemical, fluorescence intensity, high mannose 6-phosphate (AID 1220); recombinant PMI enzyme, coupled fluorescence intensity; higher % means a stronger effect; inhibition, % at 20 µM; hits with a dose series show IC50 in µM; 190,000 compounds, 0.66% hits
WT yeast gro inh – growth inhibition of WT strain, primary screen, mitochondrial fusion inhibitor project, WT and mutant strains, chemical genetic; mitochondrial fusion phenotypic screen; inhibition, % at 10 µM; 190,000 compounds, 2.1% hits; in the data active = inhibition above about 58%; tested in S. cerevisiae
b-catenin transl – modulators of beta-catenin nuclear translocation, primary screen, imaging, HeLa cells, immunofluorescence, high-content. nuclear translocation activity, % at 5 µM. 190,000 compounds, 0.3% hits. AID 1665, 2009;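 active = nuclear translocation activity above 50% at 5 µM, with a well cell count of 50 or more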;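 also: per-cell ratio of nuclear to cytoplasmic median beta-catenin stain intensity; plate controls were DMSO negative control for no effect and GSK-3 inhibitor IX positive control for full effect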
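Test system: human HeLa cell line; Doses: 5 µM primary, 0.02–20 µM confirmation; Incubation: 24 h compound exposure, 37°C; Detection: beta-catenin immunofluorescence imaging with DAPI; Read-out: beta-catenin nuclear/cytoplasmic ratio, % activation.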
MT stabilizer – microtubule stabilizers in HeLa cells, primary screen, imaging, high-content imaging. HeLa tubulin immunostaining HCS, 24 h; share of cells brighter than vehicle mean+2SD. % tubulin-high responders, % at 10 µM. 200,000 compounds, 0.83% hits. AID 2205, 2009;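 active = plate Z-score above 3 for both tubulin-high and condensed-nucleus cell shares, with cell loss under 80%, at 10 µM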;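 also: anti alpha tubulin signal scored within the nucleus-defined area of each cell; some results filed as inactive read as strong as hits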
Insulin prom up – insulin promoter activators in MIN6 cells, imaging, high-content screening, mouse beta cells | z-score at 5 µM | AID 1625, 2009 | 190,000 compounds, 0.3% hits | MIN6 insulin promoter-GFP reporter; active compounds read high;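 active = z-score above 3 at 5 µM with at least 500 cells counted in the well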
WT yeast gro inh mutant strain – second read-out of WT yeast gro inh, no call of its own (marks repeat the call); inhibition, %; mitochondrial fusion phenotypic screen, mutant strain inhibition
Dynein transport cytoplasmic EGFP – second read-out of Dynein transport, no call of its own (marks repeat the call); z-score; measured here: cytoplasmic GR-EGFP intensity; active compounds read high
Dynein transport nuclear GR-EGFP – further read-out of Dynein transport, marked with its call; z-score; measured here: nuclear GR-EGFP intensity;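 lower value marks the stronger effect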
Dynein transport cell count – recorded beside Dynein transport, whose call it bears; z-score; measured here: cell count per field
Insulin prom up cell count – recorded beside Insulin prom up, whose call it bears; cell count; measured here: cytotoxicity, nuclei count;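 total cells summed across four imaged fields per well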
b-catenin transl cell count 5 µM – further read-out of b-catenin transl, marked with its call; cell count; measured here: cell count, cytotoxicity flag
MT stabilizer Hoechst-high % – recorded beside MT stabilizer, whose call it bears; % Hoechst-high responders; measured here: nuclear condensation Hoechst responders;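 share of cells brighter than vehicle mean plus two SD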
MT stabilizer cytotoxicity % – also measured in MT stabilizer; calls as there; toxicity, %; measured here: cytotoxicity by cell density;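 0% = mean cell density of plate MIN control wells and 100% = no cells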
Autophagy HCS cell loss 18 h – also measured in Autophagy HCS; calls as there; toxicity, %; measured here: cell loss, nuclei count;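 cell loss after 18 h compound exposure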
Active calls of the source: *; i = inactive; · = no result given; & = joins results of further samples; ! = repeats disagree. Rule as the data show it, unless noted: active = inhibition above about 50%; inactive = the rest.

SMILES	Autophagy HCS	Autophagy HCS cell loss 18 h	Yfh1-off respiration	Dynein transport	Dynein transport cytoplasmic EGFP	Dynein transport nuclear GR-EGFP	Dynein transport cell count	human PMI inhibition	human PMI inhibitors	WT yeast gro inh	WT yeast gro inh mutant strain	b-catenin transl	b-catenin transl cell count 5 µM	MT stabilizer	MT stabilizer Hoechst-high %	MT stabilizer cytotoxicity %	Insulin prom up	Insulin prom up cell count
Cn1cnnc1SCC(=O)Nc1ccc2nc(SCc3ccccc3Cl)sc2c1	i	-18	i	-0.0037	-0.24	-0.026	-0.52	0%	12%	19	-13	·	·	3.4	2.0	6.1	·	·
N#Cc1cc2c(=O)n3ccccc3nc2n(CCCn2ccnc2)c1=N	i	2	i	0.47	-0.21	-0.049	-0.25	-1%	3%	-3	10	-3.4	937	1.3	1.4	11	-0.08	1245
COc1cccc(C(=O)/C=C/Nc2ccc(S(=O)(=O)Nc3cnc4ccccc4n3)cc2)c1	i	-5	i	0.22	-0.17	-0.0045	-0.021	-18%	-4%	-6	18	2.3	1027	5.5	3.2	5.8	-0.47	1299
COc1ccc(N(CC(=O)Nc2cccc(N(C)S(C)(=O)=O)c2)S(=O)(=O)c2ccccc2)cc1Cl	i	-18	i	1.3	-0.33	0.36	0.033	14%	4%	3	9	-4.4	1005	4.6	3.9	1.1	-0.55	1367
COC(=O)C/C(C)=N/Nc1ccc(S(=O)(=O)N2CCCC2)cc1[N+](=O)[O-]	i	2	i	0.054	-0.18	-0.062	1	7%	-2%	-42	-20	-1.3	1146	2.7	3.5	4.1	0.4	1534
COc1ccc(C(=O)c2cnc[nH]2)cc1	·	·	i	1.8	-0.28	0.75	-0.45	·	·	·	·	1.7	1338	·	·	·	-0.32	1053
CCN1CCN(C(=S)NC(=O)/C=C/c2cccs2)CC1	i	11	i	2.4	0.043	1.9	-2.5	-4%	-7%	-2	1	-1.6	1118	2.5	1.5	3.9	0.97	1183
CCC(=O)Oc1ccc(C(=O)Nc2cccc(C(=O)NCC(C)C)c2)cc1	i	11	i	-0.23	-0.28	0.15	-0.08	5%	3%	16	1	-0.7	990	2.0	3.3	5.2	-0.5	1385
Cc1ccc2nc(CSc3nnc(Nc4ccccc4F)s3)cc(=O)n2c1	i	-47	i	0.046	-0.098	-0.24	0.079	7%	-2%	-6	-18	0.5	1121	1.8	2.6	5.8	0.33	1602
O=C(NC(CC(=O)N1CCN(c2ccccc2)CC1)c1ccccc1)c1ccccc1Cl (stereo unspecified)	i	-1	i	-0.62	-0.055	-0.62	0.31	-2%	-1%	-2	11	·	·	2.6	2.5	2.3	-0.02	1456
COC(=O)c1c(C)[nH]c(C(=O)NCc2ccco2)c1C	i	-14	i	1.3	-0.1	1.2	-2.4	8%	5%	2	1	0.4	1128	2.8	2.7	5.8	-0.24	1220
CCOC(=O)c1csc(NC(=O)c2ccc(S(=O)(=O)N(CC)CC)cc2)n1	i	-3	i	0.8	-0.18	0.4	-0.39	6%	7%	-5	-6	0.6	1148	3.8	2.3	3.7	-0.02	1145
COc1ccc(-n2c(C)nn(C)c2=O)c(OC)c1	i	-4	i	-0.57	-0.18	-0.62	0.87	1%	3%	-4	8	·	·	1.4	1.9	9.2	·	·
COc1ccc(OCC(O)CN2CCN(c3ccc(Cl)cc3)CC2)cc1 (stereo unspecified)	·	·	i	-1.2	-0.26	-0.25	0.86	·	·	·	·	-1.0	1383	·	·	·	-0.66	1061
CC(=O)Nc1ccc(C(F)(F)F)cc1Cl	·	·	i	0.23	-0.082	0.14	-0.92	·	·	·	·	-3.9	1154	·	·	·	0.46	1381
Cc1cc(OCc2nc(-c3ccc(NC(=O)c4cccnc4)cc3)no2)ccc1Cl	i	-22	i	0.23	-0.18	0.67	0.31	-21%	-14%	4	8	·	·	2.2	1.3	2.6	·	·
Cn1cc(CC(=O)Nc2cccc(C#N)c2)c2ccccc21	i	-2	i	-0.78	0.16	-0.088	0.31	-1%	7%	4	17	0.3	1076	1.8	1.7	7.6	-0.5	922
c1ccc(-c2ccc(C(c3ccccc3)n3ccnc3)cc2)cc1 (stereo unspecified)	i	-24	i	0.68	-0.29	0.74	0.23	-3%&18%	-9%&8%	73*!	52*!	0.2	1055	3.9	3.0	13	-0.5	1494
O=C(CSc1ncn(-c2ccccc2)n1)Nc1nc2ccccc2s1	i	0	i	0.45	-0.15	0.52	0.54	20%	11%	49	58	1.5	968	0.8	0.1	30	1.1	1135
COc1c(F)c(F)c(C(=O)Nc2ccc(-c3nc4ccccc4[nH]3)cc2)c(F)c1F	i	-1	i	-0.49	-0.36	-0.23	-0.088	-5%	1%	-15	11	-4.8	1027	3.4	1.3	9.5	0.02	1593
CCN(C(=O)CSc1nc2ccccc2c(=O)n1C(C)COC)C1CCS(=O)(=O)C1 (stereo unspecified)	i	-2	i	0.21	-0.23	0.14	-0.32	-4%	-3%	-18	-25	-3.7	1020	4.7	1.2	9.7	0.37	1419
CS/C(=N\S(=O)(=O)c1cccs1)Nc1ccc(F)cc1	i	17	i	0.34	-0.27	0.45	-0.65	3%	-1%	0	-31	0.3	1042	3.5	2.3	11	-0.44	1406
CCN(CC)S(=O)(=O)c1ccc(Cl)c(NC(=O)CSc2nnc(-c3cccs3)o2)c1	i	1	i	0.28	-0.19	0.47	-0.89	15%	8%	-13	11	1.5	1074	1.8	1.4	5.0	0.57	1279
COc1cccc(NC(=O)c2ccc3snnc3c2)c1	i	2	i	-0.87	-0.26	-0.68	0.91	-4%	-6%	-6	-10	-0.3	1263	2.6	1.4	8.6	0.31	1240
COc1ccc(CN(Cc2ccccn2)C(=O)CN2C(=O)C(C)Oc3ccccc32)cc1 (stereo unspecified)	i	2	i	-0.63	-0.21	-0.15	0.51	-4%	-8%	7	-15	2.8	1440	2.3	1.8	7.5	-0.64	1417
CC(C)CCNc1nc(N2CCCC2)c2c(c1C#N)CCN(C)C2	i	-5	i	-0.088	-0.14	0.29	0.069	16%	14%	29	28	0.5	988	2.8	2.0	12	·	·
COc1ccc2cc(Br)ccc2c1CC(=O)NC(C)C	i	9	i	1.5	-0.022	0.76	-1.2	·	·	5	-22	-0.1	1546	1.3	2.5	8.2	-0.1	1045
O=C(Nc1ccc(Cl)cc1)NN1CC(=O)N(c2cccc(C(F)(F)F)c2)CC1=O	·	·	i	-0.18	-0.24	0.34	-0.17	·	·	·	·	-0.5	1264	·	·	·	-0.55	986
